# Tau FP inhib – inhibitors of human tau fibril formation; P10636; K18 P301L tau heparin fibrillization, Alexa594 FP, 6 h; Potency, µM (titrated, usually from 57.7 µM), for the others: top-dose activity, negative = inhibition, most hits filed as inhibitors; 280,000 compounds, 0.39% hits; note: % is set by controls: 0 for no effect and ±100 for the full control effect; nearly all actives have a fitted effect of over 55% in size
# Target sequence (P10636 561-689 P618L limits assumed): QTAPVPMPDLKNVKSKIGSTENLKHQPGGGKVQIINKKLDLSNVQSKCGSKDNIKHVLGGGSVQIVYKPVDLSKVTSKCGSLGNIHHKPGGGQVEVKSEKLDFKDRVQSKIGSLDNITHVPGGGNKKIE
#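 Heparin (20 uM) drove fibril formation of recombinant tau K18 P301L, 15 uM unlabeled with 0.24 uM Alexa 594 label, for 6 hr at 37 C in 100 mM sodium acetate pH 7. Fluorescence polarization (555/632 nm) read 1 hr after 30 uM ThT.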
# HTT aggregate – reduces HttQ103-GFP aggregates in PC12 cells | 220,000 compounds, 1.1% hits | Potency, µM (top dose mostly 46.1 µM), for inactives: at the highest dose activity change, negative = inhibition, hits mostly inhibitors | AID 1688 | PC12 HttQ103-GFP aggregates, Acumen cytometry, 40 h; note: % is set by controls: 0 for no effect and ±100 for the full control effect; nearly all actives have a fitted effect of over 60% in size
#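 Quantitative HTS on tebufenozide-induced (100 nM) PC12 cells stably expressing polyQ103 Huntingtin exon 1–GFP. Reduction of bright GFP aggregates, detected by laser scanning cytometry after lysis, identified actives across the titration.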
# Tau fluor cs – counter-screen for tau fibril formation inhibitors; tau K18 P301L Alexa594 fluorescence, heparin fibrillization; AID 1463; 280,000 compounds, 0.93% hits; Potency, µM (doses to about 57.7 µM), for inactives: at the top dose activity change, negative = decrease; note: % is set by controls: 0 for no effect and ±100 for the full control effect; nearly all actives have a fitted effect of over 55% in size
#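 Human K18 P301L tau (15 uM unlabeled plus 0.24 uM Alexa 594-labeled, final) in 100 mM sodium acetate pH 7 was mixed with compound and 20 uM heparin and incubated 6 hr at 37 C.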
# JMJD2E inh – inhibitors of human JMJD2E histone demethylase; JMJD2E catalytic domain, FDH-coupled NADH fluorescence (FDH is formaldehyde dehydrogenase); B2RXH2; Potency, µM (top dose mostly 57.1 µM), without a hit: top-dose activity change, negative = inhibition, most hits filed as inhibitors; AID 2147; 230,000 compounds, 1.6% hits; active = well fitted inhibition curve with a large enough effect, not every such curve was filed as active; inconclusive = small, poorly fitted or top-dose-only effect, or another doubt; inactive = no such curve, though single readings can be large or run the other way;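 note: 0% = wells with enzyme and -100% = buffer wells without enzyme; nearly all actives have a fitted effect of over 50% in size; many of its hits are not listed in these tables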
# Target sequence (B2RXH2 1-337 limits assumed): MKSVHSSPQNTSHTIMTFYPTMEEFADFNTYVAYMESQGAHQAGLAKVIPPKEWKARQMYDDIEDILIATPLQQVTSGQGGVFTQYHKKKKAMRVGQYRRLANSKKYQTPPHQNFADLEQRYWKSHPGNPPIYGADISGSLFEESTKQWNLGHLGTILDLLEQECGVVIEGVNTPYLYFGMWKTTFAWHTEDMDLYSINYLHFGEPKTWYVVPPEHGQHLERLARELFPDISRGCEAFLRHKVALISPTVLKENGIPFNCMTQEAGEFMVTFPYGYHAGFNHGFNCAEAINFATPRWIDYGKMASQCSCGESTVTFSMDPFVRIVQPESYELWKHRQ
# SMN2 splice enh – increases expression of the SMN2 splice variant; Potency, µM (doses to about 46.1 µM), inactives show at the top dose activity change, positive = activation, usual class: activators; 210,000 compounds, 2.8% hits; AID 1458; HEK293 SMN2-luciferase splicing reporter, luminescence, 30-36 h; note: % of control where 0% means no effect; nearly all actives have a fitted effect of over 55% in size
#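 HEK293 cells carry an SMN2 […]–luciferase reporter in which exon 7 inclusion puts luciferase in frame. Cells were plated 10-12 h before compound addition, then incubated 30-36 h at 37C. ONE-Glo luminescence was read; sodium butyrate at 4.5 mM final served as control.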
# Tau ThT inhib – inhibitors of human tau fibril formation, thioflavin T binding; P10636; recombinant tau K18 P301L (four-repeat tau fragment), heparin-induced fibrillization, ThT fluorescence; Potency, µM (doses to about 57.4 µM), for the others: top-dose activity, negative = inhibition, hits mostly inhibitors; 270,000 compounds, 2.1% hits; AID 1460; note: % is set by controls: 0 for no effect and ±100 for the full control effect; nearly all actives have a fitted effect of over 55% in size
#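 K18 P301L tau (15 uM + 0.24 uM Alexa 594-tagged), heparin 20 uM, NaOAc pH 7, 6 h 37 C; ThT 30 uM, 1 h RT, ex 450/em 510 nm.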
# HTT cytoprotect – protects HTT-Q103 PC12 cells, measured by ATP. PC12 HTT-Q103 induced, cytoprotection, ATP luminescence, 40 h. Potency, µM (doses to about 56.4 µM), without a hit: cytoprotection (ATP increase), usual class: activators. 230,000 compounds, 0.14% hits. AID 1471;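 note: % of control where 0% means no effect; nearly all actives have a fitted effect of over 45% in size; toxic huntingtin expression switched on by the ecdysone agonist tebufenozide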
#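 Compounds were screened for protection of PC12 cells against cell death after tebufenozide induction (100 nM final) of mutant Huntingtin exon 1 (Q103) fused to GFP.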
# ALDH1A1 inh – inhibitors of human aldehyde dehydrogenase 1A1 | P00352 | Purified ALDH1A1, NADH fluorescence, propionaldehyde substrate | Potency, µM (series often up to 75.3 µM), without a hit: at the top dose activity, negative = inhibition, usual class: inhibitors | 220,000 compounds, 7.3% hits; active = well fitted inhibition curve with a large enough effect, not every such curve was filed as active; inconclusive = small, poorly fitted or top-dose-only effect, or another doubt; inactive = no such curve, though single readings can be large or run the other way;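 note: plate controls were no enzyme wells and a reference inhibitor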
# Target sequence (P00352 whole entry, looked up): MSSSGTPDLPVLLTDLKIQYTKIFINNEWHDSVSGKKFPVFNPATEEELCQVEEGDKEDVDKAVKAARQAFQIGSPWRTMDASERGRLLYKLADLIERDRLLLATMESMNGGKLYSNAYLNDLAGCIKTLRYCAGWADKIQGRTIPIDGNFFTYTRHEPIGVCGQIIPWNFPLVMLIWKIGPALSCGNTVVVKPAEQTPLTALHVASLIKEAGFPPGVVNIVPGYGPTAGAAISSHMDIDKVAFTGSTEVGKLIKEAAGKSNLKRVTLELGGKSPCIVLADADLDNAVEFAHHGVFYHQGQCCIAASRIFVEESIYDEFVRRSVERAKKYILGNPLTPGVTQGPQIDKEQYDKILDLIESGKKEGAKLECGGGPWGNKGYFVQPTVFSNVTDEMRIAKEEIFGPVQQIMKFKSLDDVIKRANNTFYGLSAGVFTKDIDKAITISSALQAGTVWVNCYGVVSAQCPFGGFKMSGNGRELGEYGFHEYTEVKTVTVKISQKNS
# The depositor's hits bear a star; ? = inconclusive; . = not tested or not shown; [ ] = remark or other dose. Unless noted, calls come from the whole dose curve; as a rule, active = well fitted curve in the direction sought with a large enough effect; inconclusive = small, poorly fitted or top-dose-only effect, or another doubt; inactive = no such curve, though single readings can be large; an effect the other way counts as inactive or inconclusive. Potency is the fitted concentration of half-maximal effect. Some of the compounds tested; count on the stated rates, not on these rows.
Molecule,SMN2 splice enh,HTT cytoprotect,ALDH1A1 inh,HTT aggregate,Tau FP inhib,JMJD2E inh,Tau fluor cs,Tau ThT inhib
CCOC(=O)c1ccc(N(C(=O)c2cnccn2)C(C(=O)NC2CCCCC2)c2cn(C)nc2C)cc1 (stereo unspecified),-11%,2%,0%,0%,0%,2%,14%,16%
CC1(C(=O)NC2CCCC2)CCC(=O)N1Cc1ccccc1Cl (stereo unspecified),4%,22%,1%,-5%,4%,1%,-4%,2%
COc1ccc(C2C(Oc3ccccc3C)C(=O)N2Cc2ccc(F)cc2)cc1OC (stereo unspecified),-37%[inhibitor],1%[10 µM],-14%,3%,0%,-2%,-13%,-19%
Cc1ccc(S(=O)(=O)N2CCCC(C(=O)NCc3ccco3)C2)cc1Cl (stereo unspecified),-9%,17%[10 µM],-13%,-2%,4%,-1%,3%,4%
CO[C@]1(NC(=O)[C@H](C(=O)O)c2ccc(O)cc2)C(=O)N2C(C(=O)O)=C(CSc3nnnn3C)CO[C@H]21,2%[20.6 µM],-28%[17.1 µM],-5%[20.9 µM],1%[20.6 µM],.,-8%[25.5 µM],.,.
CC1CN(C2CCN(C(=O)c3cccc(Cl)c3)CC2)CC(C)O1 (stereo unspecified),-27%,-39%[inhibitor],-6%,-5%,2%,-29%,-3%,-5%
CCOC(=O)Cc1nn2c(=O)cc(C)nc2s1,2%,-28%,3%,?,3%,3%,-3%,?
CC1CCCCC1NC(=O)C1Cc2ccccc2CN1S(C)(=O)=O (stereo unspecified),11%,-11%,4%,?,-10%,4%,-1%,-1%
COc1ccc(-n2c(SCC(=O)NNC(=O)c3ccc(C)cc3)nnc2-c2ccncc2)cc1,4%,-22%[10 µM],-12%,15%,-7%,2%,-4%,1%
COc1ccc(-c2nn(-c3ccccc3)cc2C(=O)Nc2nccs2)cc1OC,?,-28%[10 µM],-3%,?,?,?,?,-10%
O=C(NN=C1CCCC1)c1[nH]c2ccc(Br)cc2c1-c1ccccc1,.,7%[10 µM],18µM*,-5%[9.22 µM],-1%,?,-25%,?
COc1cc(/C=N/Nc2ccccn2)cc(OC)c1O,19%,-73%[inhibitor],-9%,3%,0%,-12%,?,?
COc1cc(/C=C(\C#N)C(=O)Nc2cc(C(F)(F)F)ccc2Cl)ccc1OCC(=O)Nc1cccc(C(F)(F)F)c1,6%,-1%[10 µM],2%,10%,2%,2%,0%,-5%
O=C(NC1CCCC1)C(c1ccc(Cl)cc1)N(Cc1ccc(F)cc1)C(=O)CCl (stereo unspecified),-4%[1.84 µM],2%[10 µM],-8%,17%,8%,-4%,-4%,-2%
COc1ccc(-c2c(C(F)(F)F)nn(C)c2NC(=O)CSCC(=O)O)cc1,.,9%[10 µM],.,7%[9.22 µM],15%,4%,-27%,.
O=C(Nc1cccc(C(F)(F)F)c1)C1C2CC3OC(=O)C1C3C2 (stereo unspecified),11%,1%,?,4%,-5%,?,3%,-2%
Cc1onc(-c2ccccc2)c1C(=O)Nc1cccc(C#N)c1,25%,-9%,?,-17%,-6%,-2%,-11%,-11%
CCNS(=O)(=O)c1ccc(NC(=O)c2ccccc2SCCOC)cc1,.,6%[10 µM],-10%,19%[9.22 µM],-6%,-1%,5%,4%
NS(=O)(=O)c1cccc(NC(=O)c2cccnc2Oc2ccccc2)c1,.,-3%[10 µM],-11%,-2%[9.22 µM],0%,-19%,-5%,-1%
Cc1cc(NC(=O)CN2C(=O)c3ccccc3C2=O)no1,.,-3%[10 µM],.,-22%[9.22 µM],-1%,-4%,4%,2%
Cc1ccccc1NC(=O)/C(C#N)=C/c1ccc(Cl)cc1Cl,2%,.,.,.,12%,.,2%,?
CC(=O)Nc1nn(C)c2nc(C)cc(C)c12,1%,-6%[10 µM],?,12%,4%,1%,2%,3%
CC(C)CCN1CCN(Cc2ccc(Oc3ncccn3)cc2)CC1CCO (stereo unspecified),.,10%[10 µM],5%,0%[9.22 µM],2%,3%,-4%,-8%
CCc1ccc(OCC(=O)N/N=C2\CC(=O)c3ccccc32)cc1,-4%,-72%[inhibitor],-8%,?,-7%,2%,?,?
COc1cc(/C=N/Nc2nn3cnnc3c3ccccc23)cc(OC)c1OC,29%,-97%[inhibitor],-3%,3%,-2%,-24%,-22%,?
O=[N+]([O-])c1ccc(N2CCSCC2)cc1,.,1%[10 µM],?,9%[9.22 µM],-10%,-6%,-8%,?
O=C(NC(=S)Nn1cnc2c(cnn2-c2ccccc2)c1=O)c1ccccc1,-5%,13%[1.9 µM],18µM*,?,2%,-1%,-2%,-4%
COCCCNC(=S)N/N=C/c1ccc(OC)c(Br)c1,.,12%[10 µM],.,-10%[9.22 µM],1%,5%,-22%,?
O=C(NCc1ccccc1)C1=C[C@H](c2ccc3c(c2)OCO3)C[C@H](OCCCCO)O1,.,38%[10 µM],?,19%[9.22 µM],-10%,?,-15%,?
COC(=O)C1C(=O)C=C(N2CCOCC2)CC1(C)C (stereo unspecified),1%,8%,3%,0%,4%,-3%,5%,6%
O=C(NCCc1ccccc1)C1CCCN1C(=O)NCc1ccccc1 (stereo unspecified),.,-27%[10 µM],6%,1%,-3%,-5%,-7%,-9%
CCN(CC)S(=O)(=O)c1ccc2c(c1)nc(CCC(=O)Nc1ccccc1Cc1ccccc1)n2CC,-5%,7%,?,13%,-7%,1%,-17%,-19%
COCCNC(=O)Nc1ccc2nc(-c3cccs3)c(-c3cccs3)nc2c1,-7%,-19%,?,13%,16µM*,?,16µM*[quencher],?
COc1ccccc1C(CNC(=S)NCc1ccccc1)N1CCCC1 (stereo unspecified),25%,-46%[inhibitor],10%,2%,-1%,1%,-4%,-2%
CCO/N=C(/C)c1c(O)cc(C(C)(C)C)n(-c2ccccc2)c1=O,-4%,.,5%,15%,6%,8%,4%,2%
COc1ccc(-c2cc(-c3ccccc3)nc(N3CCCC3)n2)cc1OC,?,4%,?,0%,-4%,?,-19%,-17%
c1ccc(-n2ncc3c(N4CCC5(CC4)OCCO5)ncnc32)cc1,13µM*,-24%,?,-10%,2%,10%,-10%,-21%
O=C(Cc1ccc([N+](=O)[O-])cc1)N1N=C(c2ccncc2)CC1(O)C(F)(F)F (stereo unspecified),-3%,-55%[inhibitor],?,5%,-6%,-1%,3%,1%
COc1ccc(OCC(=O)NCCCN2CCOCC2)cc1,15%,11%[10 µM],11%,7%,5%,2%,1%,-6%
CS(=O)(=O)N(Cc1ccc(Cl)cc1)c1ccc(C(=O)N2CCN(c3ccccc3)CC2)cc1,-13%,10%[10 µM],7%,-7%,8%,6%,-20%,-21%
O=C1NC(=Nc2cccnc2)S/C1=C/c1ccc(F)cc1,.,-3%[10 µM],.,-25%[9.22 µM],-1%,2%,3%,.
c1ccc(-n2ncc3cccnc32)cc1,.,-13%[10 µM],.,9%[9.22 µM],1%,?,-16%,-14%
Cc1ccc(CS(=O)(=O)CCC(=O)N2CCOCC2)cc1,-3%,-13%,?,-11%,-3%,2%,7%,1%
O=C(CSc1nc2ccccc2s1)NC1CCS(=O)(=O)C1 (stereo unspecified),11%,-2%,?,-10%,-9%,-4%,-7%,-13%
Cc1cc(=O)[nH]c(SC(C(=O)O)c2ccccc2)n1 (stereo unspecified),-16%,-7%[10 µM],18%,14%,-19%,2%,-5%,-2%
COc1ccc(/C=C/C(=O)c2ccccc2)c(OC)c1,?,-17%,?,-6%,3%,-12%,-10%,?
COc1ccccc1NC(=O)Cc1noc(CSc2nnc(N)s2)n1,6%,3%,-2%,1%,7%,1%,-13%,-16%
S=C1NCCc2ccc(Cl)cc2C1c1ccccc1Cl (stereo unspecified),6%,?,13%,-21%,-10%,3%,?,-4%
O=c1c2cc3c(nc2[nH]c(=S)n1-c1ccccc1)CCCC3,.,12%[10 µM],.,3%[9.22 µM],-4%,-28%,-10%,-4%
c1cnc(Nc2nc(-c3ccc4ccccc4c3)cs2)nc1,?,-21%,-6%,11%,8%,-18%,-6%,-10%

# (listing goes on)
Molecule,SMN2 splice enh,HTT cytoprotect,ALDH1A1 inh,HTT aggregate,Tau FP inhib,JMJD2E inh,Tau fluor cs,Tau ThT inhib
CN(CCOC(=O)/C=C/c1ccco1)Cc1ccccc1,.,21%[10 µM],22µM*,9%[9.22 µM],-10%,-26%,-20%,?
CC1=C(C(=O)Nc2cccc([N+](=O)[O-])c2)C2(CCC(C)CC2)OC1=O (stereo unspecified),-14%,-39%[inhibitor],-8%,10%,-1%,2%,?,-12%
Cc1ccc2nc(N/C(N)=N/S(=O)(=O)c3ccc([N+](=O)[O-])cc3)nc(C)c2c1,17%,27%[10 µM],7%,-6%,12%,9%,-23%,?
O=C(NNc1cccc(Cl)c1)c1cccnc1Cl,-25%,.,-5%,8%,6%,0%,8%,7%
O=c1o[nH]c(-c2ccccc2)c1C=Nc1ccc(Cl)cc1,13%,-24%,-3%,0%,3%,-4%,-6%,-9%
CC(C)(C)c1ccc(-c2n[nH]c(=S)n2C2CCCC2)cc1,-67%[inhibitor],-9%,?,-70%,-2%,-4%,-10%,-17%
c1ccc(Nc2c(-c3ccccc3)nc3ncccn23)cc1,10%,.,.,.,12%,.,-14%,-8%
Cn1c(N)c(C(=O)/C=C/c2ccccc2)c(=O)[nH]c1=O,.,6%[10 µM],-7%,-5%[9.22 µM],3%,-4%,-2%,-4%

# Three entries out of the list above, sorted by their value in JMJD2E inh, lowest first:
Structure	JMJD2E inh
CC(C)(C)c1ccc(-c2n[nH]c(=S)n2C2CCCC2)cc1	-4%
O=C(NNc1cccc(Cl)c1)c1cccnc1Cl	0%
CC1=C(C(=O)Nc2cccc([N+](=O)[O-])c2)C2(CCC(C)CC2)OC1=O (stereo unspecified)	2%
